Menin-MLL TR inh – inhibitors of human menin-MLL interaction, mutant MLL peptide. O00255. Menin + Texas Red MLL mutant peptide, fluorescence polarization. Potency, µM (top dose mostly 61.6 µM), for the others: at the top dose FP activity change, negative = inhibition, actives largely listed as inhibitors. actives 0.23% (n = 270,000). AID 1768; active = well fitted inhibition curve with a large enough effect in the polarisation, with a control signal flat, not every such curve was filed as active; inconclusive = small, poorly fitted or top-dose-only effect, or effect the other way, or a change in a side signal; inactive = no such curve, though single readings can be large or run the other way; the % refers to the polarisation; also: potency is read from the fitted curve at half-maximal effect; % of control where 0% means no effect; many of its hits are not listed in these tables
Target sequence (O00255 whole entry, looked up): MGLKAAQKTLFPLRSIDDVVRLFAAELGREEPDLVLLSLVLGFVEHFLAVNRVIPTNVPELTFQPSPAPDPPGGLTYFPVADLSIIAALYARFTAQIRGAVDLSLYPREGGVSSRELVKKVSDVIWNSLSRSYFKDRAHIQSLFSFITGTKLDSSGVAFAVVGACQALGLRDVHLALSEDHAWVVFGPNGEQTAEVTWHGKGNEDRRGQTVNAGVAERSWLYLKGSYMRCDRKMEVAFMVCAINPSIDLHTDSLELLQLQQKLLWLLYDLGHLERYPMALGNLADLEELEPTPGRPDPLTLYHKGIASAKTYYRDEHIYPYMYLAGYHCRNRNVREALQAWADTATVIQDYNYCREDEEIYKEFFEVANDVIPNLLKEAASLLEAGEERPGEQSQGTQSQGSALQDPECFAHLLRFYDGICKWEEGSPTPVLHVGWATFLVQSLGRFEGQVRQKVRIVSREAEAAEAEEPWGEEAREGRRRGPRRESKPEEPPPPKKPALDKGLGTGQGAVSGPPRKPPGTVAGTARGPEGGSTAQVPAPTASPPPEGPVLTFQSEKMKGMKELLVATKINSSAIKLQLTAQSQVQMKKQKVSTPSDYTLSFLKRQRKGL
MLL CXXC-DNA inh – inhibitors of human MLL CXXC domain-DNA interaction. Q03164. MLL-CXXC / FITC-HOXA9 DNA fluorescence polarization. Potency, µM (top dose mostly 115 µM), without a hit: at the highest dose activity change, negative = inhibition, most hits filed as inhibitors. actives 0.037% (n = 290,000); active = well fitted inhibition curve with a large enough effect in the polarisation, with a control signal flat, not every such curve was filed as active; inconclusive = small, poorly fitted or top-dose-only effect, or effect the other way, or a change in a side signal; inactive = no such curve, though single readings can be large or run the other way; the % refers to the polarisation; also: potency is read from the fitted curve at half-maximal effect
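Steps: dispense CXXC domain solution (7 uM) → pin compounds or unlabeled HOX-A9 DNA control → 5 min ambient → add FLSN-HOX-A9 solution (50 nM) → spin → 30 min ambient → fluorescence polarization. Tris pH 7.5/NaCl/DTT/BSA buffer.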
Mito fusion yeast – mitochondrial division inhibition or fusion activation. Potency, µM (series often up to 46.1 µM), inactives show top-dose growth rescue (activation), hits mostly activators. S. cerevisiae fusion-defective mutant growth rescue, CellTiterGlo 48 h. actives 0.23% (n = 320,000);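 also: potency is read from the fitted curve at half-maximal effect; % of control where 0% means no effect; nearly all actives have a fitted effect of over 45% in size; temperature-sensitive fusion mutants such as fzo1-1 at 37 °C on non-fermentable ethanol glycerol medium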
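Temperature-sensitive fusion-defective S. cerevisiae (e.g. fzo1-1, mgm1-5) were grown with compound in YPEG medium (3% ethanol, 3% glycerol) for 48 hours at 37C. Growth rescue was measured as viability by CellTiterGlo luminescence after 10 minutes at ambient.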
MBNL1 CUG block – MBNL1-poly(CUG) RNA binding inhibition. actives 0.036% (n = 280,000). Q9NR56. Potency, µM (titrated, usually from 57.5 µM), for the others: at the highest dose activity change, negative = inhibition, hits mostly inhibitors. TR-FRET MBNL1-His/biotin-(CUG)12 binding, 665/545 ratio. AID 2675; active = well fitted inhibition curve with a large enough effect in the signal ratio, with a control signal flat, not every such curve was filed as active; inconclusive = small, poorly fitted or top-dose-only effect, or effect the other way, or a change in a side signal; inactive = no such curve, though single readings can be large or run the other way; the % refers to the signal ratio; also: potency is read from the fitted curve at half-maximal effect; % is scaled to controls: 0 for no effect and ±100 for the full control effect
Target sequence (Q9NR56 whole entry, looked up): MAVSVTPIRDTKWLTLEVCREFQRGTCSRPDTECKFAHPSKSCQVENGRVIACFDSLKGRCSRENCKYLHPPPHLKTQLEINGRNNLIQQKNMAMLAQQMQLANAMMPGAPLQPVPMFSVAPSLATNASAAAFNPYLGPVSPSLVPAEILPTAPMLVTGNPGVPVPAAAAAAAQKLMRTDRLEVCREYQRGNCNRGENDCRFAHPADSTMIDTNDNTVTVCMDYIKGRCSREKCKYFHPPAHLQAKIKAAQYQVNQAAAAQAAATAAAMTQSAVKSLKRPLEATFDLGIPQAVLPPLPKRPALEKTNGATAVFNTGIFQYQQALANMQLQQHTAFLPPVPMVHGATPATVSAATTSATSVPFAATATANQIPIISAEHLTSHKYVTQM
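TR-FRET readout: Ex 340 nm, 665/545 nm emission ratio, normalized to buffer-only (basal) and MBNL1-(CUG)12 controls. Complex of MBNL1-His with Biotin-(CUG)12, compounds 92 nM–58 uM, incubated 60 min at room temperature.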
TSHR antagonist – antagonists of human thyroid stimulating hormone receptor; P16473; TSHR-expressing cells, TSH-stimulated cAMP HTRF, 2 h; stronger effect = lower value; activity change, negative = inhibition, % at 11.5 µM; actives 0.2% (n = 330,000); AID 504810;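 active = activity change below a set negative limit, meaning inhibition stronger than a set level, cut at about -70% in these data; inconclusive = activity change between two set negative limits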; also: % is scaled to controls: 0 for no effect and ±100 for the full control effect
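Competitive HTRF cAMP read-out (cryptate anti-cAMP antibody, cAMP-d2; 30 min, room temperature) in freshly harvested TSHR cells. Compounds added before TSH at EC80 (4nM final), followed by 2 hours' incubation at 37 deg C.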
TCR activator – T cell receptor activation; primary human leukocytes, anti-CD3, IL-2 HTRF, 48 h; Potency, µM (top dose mostly 9.22 µM), without a hit: at the top dose activation of IL-2 secretion, actives largely listed as activators; 330,000 tested, under 10 active; AID 504894; also: % of control where 0% means no effect
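48 hr co-incubation of compounds, a-CD3 beads and primary human leukocytes; IL-2 quantified homogeneously by HTRF with anti-IL-2 K and d2 conjugates.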
Integrin act MD – activates integrin-mediated alleviation for muscular dystrophy; AID 624291; actives 0.064% (n = 350,000); alpha7betagal myoblasts, beta-gal FDG fluorescence, 48 h; Potency, µM (series often up to 38.3 µM), for the others: top-dose activation, hits mostly activators;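 also: potency is read from the fitted curve at half-maximal effect; 100% = response of the positive control SU9516; nearly all actives have a fitted effect of over 60% in size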
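alpha7betagal+/- myoblasts (passage 13, 250/well) treated 48 h at 37C with compounds at 1:260 dilution of DMSO stock. Lysed, then beta-galactosidase activity read as FDG fluorescence (ex 480/em 540) after 30 min, with pre-read for autofluorescence.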
TSG101-PTAP inh – blocks PTAP/TSG101 interaction to inhibit HIV-1 budding; Fluorescence polarization, FITC-PTAP peptide / Tsg101 binding; 340,000 tested, under 10 active; Potency, µM (titrated, usually from 115 µM), without a hit: at the top dose activity change, negative = inhibition, hits mostly inhibitors; Q99816; active = well fitted inhibition curve with a large enough effect in the main read-out, with a control signal flat, not every such curve was filed as active; inconclusive = small, poorly fitted or top-dose-only effect, or effect the other way, or a change in a side signal; inactive = no such curve, though single readings can be large or run the other way; also: potency is read from the fitted curve at half-maximal effect; % of control where 0% means no effect
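Fluorescence polarization binding of Tsg101 binding domain (10 uM final) to FITC-labeled PTAP peptide (50 nM final) in HEPES pH 7.5 buffer with NaCl, Tween 20, EDTA, TCEP. Compounds added before peptide; binding 20 min at RT.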
A-T KAP1 phos – potential ataxia-telangiectasia treatment. […] A-T fibroblasts, KAP-1 phosphorylation AlphaLISA; neocarzinostatin DNA damage 30 min before lysis. Potency, µM (titrated, usually from 57.5 µM), without a hit: top-dose activation, usual class: activators. actives 0.19% (n = 320,000); also: potency is read from the fitted curve at half-maximal effect; % of control where 0% means no effect; nearly all actives have a fitted effect of over 45% in size
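hTERT-immortalized A-T patient fibroblasts ([…]), 500 cells/well in OPTI-MEM, 1% FBS, got compounds for 60 min, then NCS for 30 min at 37C. Lysates were then assayed for phospho-KAP-1 by AlphaLISA (anti-pKAP1 donor, anti-KAP1 acceptor beads), 6 hr at 25C.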
ASM inhibitor – blocks human secretory acid sphingomyelinase; placental ASM, HMU-PC fluorogenic substrate, 60 min; Potency, µM (series often up to 57.5 µM), without a hit: top-dose activity change, negative = inhibition, actives largely listed as inhibitors; actives 0.006% (n = 340,000); AID 504937; also: potency is read from the fitted curve at half-maximal effect
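Fluorescence read-out (Ex 386 nm, Em 447 nm) after stopping the reaction at pH 10. Enzyme: ASM from human placenta; substrate HMU-PC0, 9 uM final; 60 min, 37 °C. Compound preincubation 10 min, ambient temperature.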
Active calls of the source: *; u = inconclusive; x = no result given; [ ] = dose if it differs, or a comment. Unless noted, calls follow the shape of the dose curve; as a rule, active = well fitted curve in the direction sought with a large enough effect; inconclusive = small, poorly fitted or top-dose-only effect, or another doubt; inactive = no such curve, though single readings can be large; an effect the other way counts as inactive or inconclusive.

nr | Compound | Menin-MLL TR inh | MLL CXXC-DNA inh | Mito fusion yeast | MBNL1 CUG block | TSHR antagonist | TCR activator | Integrin act MD | TSG101-PTAP inh | A-T KAP1 phos | ASM inhibitor
1 | COc1cccc(-n2c(Cc3cc(=O)[nH]c(=O)[nH]3)nnc2SCC(=O)N2CCCCC2)c1 | -2% | 2% | 0% | 8% | -4 | -2% | -10% | 0% | 8% | 8%
2 | O=c1cc(-c2ccccc2[N+](=O)[O-])oc2ccccc12 | 13% | 7% | 7% | u | -1 | 2% | -8% | 0% | 2% | -3%
3 | CC(=O)c1c(C)[nH]c(C(=O)OCC(=O)NCc2ccc3c(c2)OCO3)c1C | x | x | -6% | x | -4 | -13% | 24% | -3% | 0% | -1%
4 | O=C(O)c1ccc2c(=O)n3c(nc2c1)/C(=C/c1cccc(Cl)c1Cl)CCCC3 | 7% | -5% | 10% | x | -32 | 13% | 28% | -3% | -10% | 13%
5 | Cc1cc(NC(=O)CN2CC(C)OC(C)C2)n(-c2nc3ccccc3s2)n1 (stereo not drawn) | -1% | -3% | 4% | -4% | 13 | 5% | -9% | 0% | -2% | -3%
6 | O=C(Nc1cc(-c2nc3ncccc3o2)ccc1Cl)c1cccs1 | 4% | 11% | -2% | -3% | -5 | -2% | 16% | -1% | 5% | -3%
7 | COc1ccccc1C(CNC(=O)c1cccc(S(=O)(=O)Nc2ccc(C)cc2)c1)N(C)C (stereo not drawn) | x | -3% | 0% | -5% | 3 | 0% | -2% | x | 1% | -1%
8 | O=c1[nH]c2ccccc2n1CCCSCCCn1c(=O)[nH]c2ccccc21 | -3% | -10% | 1% | -14% | u | 0% | -34% | -2% | 21% | -2%
9 | O=C(C(=O)N1CCCc2ccccc21)c1c[nH]c2ccccc12 | x | -4% | 5% | 7% | 6 | 4% | 0% | 0% | -13% | -1%
10 | CCN=C(NCC)SC1CC(=O)N(CCc2ccccc2)C1=O (stereo not drawn) | x | x | x | x | x | 0% | 20% | -1% | x | 2%
11 | CC(C)N1C(=O)CCC1C(=O)N1CCCc2ccccc21 (stereo not drawn) | -17% | -6% | 0% | -5% | 2 | 5% | 18% | -5% | 4% | 7%
12 | O=C1CC(SCc2nc3ccccc3[nH]2)C(=O)N1c1cccc(F)c1 (stereo not drawn) | 33%[activator] | 10% | -8% | 10% | 11 | 4% | -12% | 0% | -1% | 12%
13 | CCn1c(SCC(=O)Nc2ccc3c(c2)OCO3)nc2ccccc21 | -16% | 9% | 9% | 7% | 10 | -3%[46.1 µM] | 16% | -9% | -2% | -3%
14 | O=[N+]([O-])c1cccc(-n2cc3ccc([N+](=O)[O-])cc3n2)c1 | x | x | 4% | x | -2 | -3% | -9% | -1% | -4% | -1%
15 | Cc1cc(=O)oc2c(C)c(OCC(=O)N3CCN(c4ccccc4)CC3)ccc12 | -2% | 1% | 11% | 1% | -6 | 0% | -35% | -1% | 5% | -2%
16 | Cc1ccc(-c2nnc(N3CCOCC3)c3ccccc23)cc1S(=O)(=O)N(C)C | u | -2% | 3% | -1% | 18 | -2% | u | -5% | 9% | 8%
17 | COCCn1nnnc1CN1CCSCC1 | -4% | 12% | -5% | -15% | -11 | -2% | 4% | -6% | -2% | -1%
18 | FC(F)(F)c1cccc(Cc2noc(CN3CCCC(OCc4ccccn4)C3)n2)c1 (stereo not drawn) | -15% | -9% | 4% | -4% | -2 | x | -26% | -3% | -4% | 3%
19 | Cc1c(C(=O)N/N=C/c2ccc(-c3ccccc3[N+](=O)[O-])o2)sc(N)c1C#N | u | 0% | -6% | x | -6 | 0%[46.1 µM] | -44%[inhibitor] | 2% | -5% | -2%
20 | COc1cc(-n2c(=O)c3ccccc3n(CC(=O)c3ccccc3)c2=O)cc(OC)c1OC | u | 9% | -4% | 4% | -8 | -3% | -11% | -1% | 1% | 1%
21 | COc1ccc(Cl)cc1NC(=O)CN1C(=O)NC(Cc2c[nH]c3ccccc23)C1=O (stereo not drawn) | x | x | x | x | -2 | -7% | 8% | 0% | 30% | -8%
22 | O=C(N/N=C\c1ccc(Br)o1)C1COc2ccccc2O1 (stereo not drawn) | 13% | -4% | 0% | 20% | -2 | 6% | 20% | -9% | 1% | 4%
23 | COC(=O)c1cc(NS(=O)(=O)c2ccc(Cl)c(N3C(=O)c4ccc(C(=O)O)cc4C3=O)c2)cc(C(=O)OC)c1 | x | -15% | 16% | -8% | 11 | -101% | -4% | -2% | 0% | 23%
24 | CC1=C(C(=O)Nc2ccccn2)C(c2ccc(N(C)C)cc2)n2ncnc2N1 (stereo not drawn) | 21% | -4% | -4% | 0% | -10 | 11% | 10% | -4% | -2% | 42%[activator]
25 | CCC1CCCCN1C(=S)Nc1ccc(SC(F)F)cc1 (stereo not drawn) | 10% | 8% | 2% | -13% | 5 | 1%[46.1 µM] | -12% | -3% | 3% | x
26 | COc1ccc(C)cc1NC(=O)C(Sc1nncn1C)c1ccccc1 (stereo not drawn) | 0% | -5% | 15% | 2% | -11 | -1% | 22% | -9% | 0% | 1%
27 | Cc1ccc(C2C(C#N)=C3N=C(N)c4ccccc4N3C3=C2C(=O)CCC3)cc1 (stereo not drawn) | x | -1% | -4% | 31%[activator] | 6 | -1% | -39% | -3% | 3% | -10%
28 | CC1CCN(c2ccc(NC(=O)C3CCCN3S(=O)(=O)c3ccc(F)cc3)cc2)CC1 (stereo not drawn) | x | x | 2% | x | 0 | 0% | -42% | -5% | 3% | 5%
29 | Cc1cc(C2(c3cc(C)c(NC(=O)CN4CCOCC4)c(C)c3)CCCCC2)cc(C)c1NC(=O)CN1CCOCC1 | -18% | -6% | 0% | -4% | 1 | 5% | -7% | -2% | 6% | 2%
30 | O=C(CSc1nnnn1C1CCCCC1)Nc1ccccc1N1CCOCC1 | -27% | 2% | 4% | -12% | 7 | 4% | -9% | -2% | 15% | -3%
31 | Cc1ccc(NC(=O)c2ccc(S(=O)(=O)N3CCCC3)cc2)nc1 | x | x | 11% | x | -8 | -2% | -22% | -6% | -5% | 7%
32 | COc1ccccc1CCn1cnc2c3cc(C)ccc3n(C)c2c1=O | 0% | 11% | -1% | 0% | -6 | 1% | 18% | 0% | 6% | -5%
33 | c1ccc(Nc2c3c(nc4ncnn24)CCC3)cc1 | 0% | -4% | 0% | 2% | -2 | x | 9%[7.66 µM] | -1% | 0% | -2%
34 | CCOc1nc(NC2CCCC2)nc(N2CCC(C)CC2)n1 | -22% | 6% | -12% | -5% | 11 | x | -4% | -4% | u | -4%
35 | CN(C(=O)c1cccc(NC(=O)Cc2ccc(NC(=O)C3CCN(C(=O)C4CCCC4)CC3)cc2)c1)C1CCCC1 | x | x | x | x | x | -1% | -5% | -1% | x | -5%
36 | CCCOc1ccc(C2C(C(=O)c3ccc(C)o3)=C(O)C(=O)N2Cc2ccco2)cc1 (stereo not drawn) | x | -7% | 0% | 28% | -17 | 0% | -20% | -1% | -1% | -7%
37 | Cc1ccc(NC(=O)COC(=O)C2CC(=O)N(Cc3ccccc3)C2)cc1S(=O)(=O)N(C)C (stereo not drawn) | -1% | 3% | -1% | -4% | 3 | -4% | u | -1% | -2% | 2%
38 | Cc1ccc(OC(=O)c2c(C)nn(-c3ccccc3)c2C)cc1 | x | 30% | 4% | -5% | -9 | 3% | 4% | -2% | 8% | 0%
39 | Cc1ccc(NC(=O)CCC(=O)OCC(=O)c2ccc(Oc3ccc([N+](=O)[O-])cc3)cc2)c(C)c1 | -1% | 1% | 0% | u | -10 | 2% | 8%[7.66 µM] | 0% | -1% | -4%
40 | Cc1cc(=O)n2[nH]c(C)c(-c3ccccc3)c2n1 | 10% | 4% | 0% | -3% | 7 | -1% | 32% | -5% | -11% | 4%
41 | COc1ccc(CNCCCNCc2ccc(OC)c(OC)c2)cc1OC | x | x | x | x | x | -1% | -62%[inhibitor] | -1% | x | 5%
42 | Cn1cc(-c2nnnn2-c2ccc(Cl)cc2)c(C(F)(F)F)n1 | 9% | 3% | 3% | -4% | 2 | 4% | -24% | -1% | 4% | 0%
43 | CCOC(=O)C1(Cc2cccc(Cl)c2)CCCN(C(=O)c2cc(C)on2)C1 (stereo not drawn) | x | 4% | 1% | -2% | -11 | -3% | 10% | x | 12% | 1%
44 | O=C(Nc1cc(Cl)ccc1F)C1=COCCO1 | x | x | 10% | x | 8 | -3% | 9% | -3% | 4% | 2%

These rows are one share of the data; count on the stated rates, not on these rows.
